USP2a block: USP2a (human) protease inhibition; O75604; USP2 core, Ub-CHOP2 coupled fluorogenic reporter, 485/531; Potency, µM (titrated, usually from 38.3 µM), without a hit: at the top dose activity change, negative = inhibition, usual class: inhibitors; 0.01% of 330,000 active; AID 463254;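 also: potency is read from the fitted curve at half-maximal effect; plate controls were DMSO wells for no effect and full inhibition by NEM control for full effect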
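USP2 core (10nM final) preincubated 30min RT with compound in 20mM Tris-HCl pH 8.0, 2mM CaCl2, 2mM beta-mercaptoethanol, 0.05% CHAPS; 25nM Ub-CHOP2 plus 25nM reporter substrate added, fluorescence (Ex485/Em531) read after 60min.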
B2AR arrestin: recruits beta-arrestin to the human beta2-adrenergic receptor; P07550; beta-arrestin recruitment to beta2AR, cell-based reporter; Potency, µM (highest dose often 46.1 µM), without a hit: at the top dose activation, usual class: activators; 0.02% of 330,000 active;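 also: potency is read from the fitted curve at half-maximal effect; 0% = DMSO controls and full agonism = EC100 isoproterenol or metaproterenol; nearly all actives have a fitted effect of over 65% in size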
Target sequence (P07550 whole entry, looked up): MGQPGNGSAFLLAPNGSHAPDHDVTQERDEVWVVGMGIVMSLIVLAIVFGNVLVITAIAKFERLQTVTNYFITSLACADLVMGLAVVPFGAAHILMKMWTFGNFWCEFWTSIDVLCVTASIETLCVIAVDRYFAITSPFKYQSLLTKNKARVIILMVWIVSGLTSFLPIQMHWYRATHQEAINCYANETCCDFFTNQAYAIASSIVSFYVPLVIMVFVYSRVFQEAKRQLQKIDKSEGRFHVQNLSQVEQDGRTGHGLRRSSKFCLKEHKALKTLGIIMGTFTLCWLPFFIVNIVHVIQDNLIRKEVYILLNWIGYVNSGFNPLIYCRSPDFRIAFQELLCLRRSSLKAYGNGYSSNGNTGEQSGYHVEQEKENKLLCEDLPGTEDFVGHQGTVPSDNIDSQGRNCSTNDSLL
PKM2 act: PKM2 (human) enzyme activation | purified PKM2, Kinase-Glo ATP luminescence, activation; response scale: 0% is enzyme alone, no compound | 0.34% of 260,000 active | Potency, µM (series often up to 57.5 µM), without a hit: at the top dose activation, most hits filed as activators | P14618; also: potency is read from the fitted curve at half-maximal effect; % is scaled to controls: 0 for no effect and ±100 for the full control effect; nearly all actives have a fitted effect of over 55% in size
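Purified hPK-M2 (>95%) run at intermediate activity with 0.1 mM ADP and 0.5 mM PEP in 50 mM imidazole pH 7.2, KCl, MgCl2; 1 h room temperature. ATP formed read by Kinase-Glo luminescence; normalized to uninhibited and no-enzyme controls.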
Coupling enz: coupling enzyme interference in Giardia aldolase counter-screen | coupling enzyme system counterscreen, AmpLite Red fluorescence | activity change, negative = inhibition, % at 58.2 µM, hits read low | 0.67% of 290,000 active; in the data active = activity change below about -30%; also: % is scaled to controls: 0 for no effect and ±100 for the full control effect
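Fluorescence at 525 nm excitation and 598 nm emission measured inhibition of the coupled detection system without aldolase. Compounds (at 57.5 uM final) were preincubated 10 min at room temperature with coupling enzyme reagent before a 20 min substrate/AmpLite Red step.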
KCNH2 WT inh: KCNH2 (human, wildtype) channel inhibition; activity change, % at 1.84 µM; U2OS, BacMam KCNH2, thallium flux FluxOr; stronger effect = lower value; Q12809; 0.37% of 340,000 active;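 active = maximum activity change below -70%; inconclusive = maximum activity change between -70% and -50%; inactive = maximum activity change above -50%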; also: % is scaled to controls: 0 for no effect and ±100 for the full control effect
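U2OS cells were transduced with wild-type KCNH2 virus (2.03 x 10^8 / mL) for 4 h at room temperature, then cultured overnight at 37 C. Thallium flux was read with FluxOr dye. Rate constants were normalized to DMSO controls.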
KCNH2 3.1 inh: KCNH2 3.1 (human) potassium channel inhibition; 0.95% of 340,000 active; AID 720553; activity change, % (tested at about 1.8 µM); U2OS KCNH2 3.1, thallium flux FluxOr; stronger effect = lower value;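 active = maximum activity change below -70%; inconclusive = maximum activity change from -70% to -50%; inactive = maximum activity change above -50%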;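 also: thallium influx rate constant from kinetic fluorescence after stimulation buffer; % is scaled to controls: 0 for no effect and ±100 for the full control effect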
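We transduce U2OS cells with the mutant 3.1 virus, culture them overnight, load FluxOr with Red40 quencher for 45 min, then add stimulation buffer and read kinetically for 2 min to derive a normalized rate constant.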
Giardia killer: kills Giardia lamblia. 0.15% of 340,000 active. activity change, % at 7.66 µM, hits read low. AID 540267. Giardia lamblia trophozoite viability; in the data active = activity change below about -80%; inconclusive = between about -30% and that limit;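 also: parasites exposed to compound for two days anaerobically before the ATP read; % is scaled to controls: 0 for no effect and ±100 for the full control effect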
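Trophozoite viability was measured as ATP-dependent luminescence, read 15-30 min after reagent addition. Before that, parasites at 100 cells/well were exposed to compounds for 48 h, anaerobically, at 37 deg C.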
GALK inhibitor: blocks human galactokinase activity; P51570; Purified GALK, Kinase-Glo residual ATP luminescence; Potency, µM (top dose mostly 57.5 µM), inactives show at the top dose activity change, negative = inhibition, usual class: inhibitors; 0.007% of 270,000 active; AID 1868; also: potency is read from the fitted curve at half-maximal effect; % is scaled to controls: 0 for no effect and ±100 for the full control effect
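Compounds were pin-transferred into ATP buffer (35 uM final), then GALK plus galactose (5 nM, 100 uM final) was added. After 1 h at room temperature, Kinase-Glo Plus was added and luminescence read after 10 min.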
Menin-MLL TR inh: displaces Texas Red mutant MLL peptide from human menin | O00255 | Menin + Texas Red MLL mutant peptide, fluorescence polarization | Potency, µM (highest dose often 61.6 µM), inactives show top-dose FP activity change, negative = inhibition, hits mostly inhibitors | 0.23% of 270,000 active | AID 1768; active = well fitted inhibition curve with a large enough effect in the polarisation, with a control signal flat, not every such curve was filed as active; inconclusive = small, poorly fitted or top-dose-only effect, or effect the other way, or a change in a side signal; inactive = no such curve, though single readings can be large or run the other way; the % refers to the polarisation; also: potency is read from the fitted curve at half-maximal effect; % of control where 0% means no effect; many of its hits are not listed in these tables
Target sequence (O00255 whole entry, looked up): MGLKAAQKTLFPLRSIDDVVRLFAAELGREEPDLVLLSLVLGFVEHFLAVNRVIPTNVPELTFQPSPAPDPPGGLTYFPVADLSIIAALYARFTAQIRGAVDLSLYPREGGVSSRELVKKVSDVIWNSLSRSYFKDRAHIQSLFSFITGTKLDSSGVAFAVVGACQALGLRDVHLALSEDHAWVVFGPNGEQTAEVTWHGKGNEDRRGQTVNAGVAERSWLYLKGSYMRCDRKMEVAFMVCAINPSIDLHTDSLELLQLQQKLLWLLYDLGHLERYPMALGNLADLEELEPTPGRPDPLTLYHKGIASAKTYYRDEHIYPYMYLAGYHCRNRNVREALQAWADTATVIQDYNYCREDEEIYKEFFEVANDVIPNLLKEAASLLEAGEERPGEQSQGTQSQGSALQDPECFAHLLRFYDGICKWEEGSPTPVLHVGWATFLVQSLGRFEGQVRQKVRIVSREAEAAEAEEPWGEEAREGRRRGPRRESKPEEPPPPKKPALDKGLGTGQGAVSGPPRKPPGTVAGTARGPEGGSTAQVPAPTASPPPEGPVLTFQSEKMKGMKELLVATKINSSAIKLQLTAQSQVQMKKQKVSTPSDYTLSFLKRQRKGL
TRPV1 ag: agonists of human vanilloid receptor 1 (TRPV1). TRPV1-expressing cells, Fluo-8 calcium influx, agonist mode. activation, % at 8.33 µM. 0.19% of 320,000 active; in the data active = activation above about 80%; inconclusive = between about 30% and that limit; also: 0% is about no effect
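Cells expressing TRPV1 were dye-loaded with Fluo-8 and read kinetically: 10 s baseline, 3 min after compound (agonist portion), then 2 min after EC20 capsaicin (allosteric enhancer portion). Calcium-bound dye fluorescence at 480/520 nm.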
CXXC DNA block: blocks binding of human MLL CXXC domain to DNA; Q03164; MLL-CXXC / FITC-HOXA9 DNA fluorescence polarization; Potency, µM (highest dose often 115 µM), for inactives: at the highest dose activity change, negative = inhibition, usual class: inhibitors; 0.037% of 290,000 active; AID 2662; active = well fitted inhibition curve with a large enough effect in the polarisation, with a control signal flat, not every such curve was filed as active; inconclusive = small, poorly fitted or top-dose-only effect, or effect the other way, or a change in a side signal; inactive = no such curve, though single readings can be large or run the other way; the % refers to the polarisation; also: potency is read from the fitted curve at half-maximal effect
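Steps: dispense CXXC domain solution (7 uM) → pin compounds or unlabeled HOX-A9 DNA control → 5 min ambient → add FLSN-HOX-A9 solution (50 nM) → spin → 30 min ambient → fluorescence polarization. Tris pH 7.5/NaCl/DTT/BSA buffer.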
Active calls of the source: *; i = inactive; ? = inconclusive; . = not tested or not shown; [ ] = dose if it differs, or a comment. Unless noted, calls follow the shape of the dose curve; as a rule, active = well fitted curve in the direction sought with a large enough effect; inconclusive = small, poorly fitted or top-dose-only effect, or another doubt; inactive = no such curve, though single readings can be large; an effect the other way counts as inactive or inconclusive. Only part of the results is shown; the hit share may differ from the screen's.

Molecule | Menin-MLL TR inh | KCNH2 WT inh | Giardia killer | GALK inhibitor | CXXC DNA block | Coupling enz | TRPV1 ag | PKM2 act | KCNH2 3.1 inh | B2AR arrestin | USP2a block
COc1ccccc1OCC(=O)Nc1ccc2c(c1)C(=O)N(CC1CCCO1)C2=O (stereo not given) | -1% | 0 | -8 | 7% | -4% | 0 | 3 | 0% | -16 | 0.5% | 1%
c1ccc(C(c2ccccn2)c2ccccn2)cc1 | 7% | -11 | -7 | 3% | 5% | 4 | 2 | 0% | 10 | -3.4% | -1%
O=C(CSc1nnc(-c2cccs2)o1)Nc1cccc(S(=O)(=O)N2CCCCC2)c1 | -2% | -4 | -7 | 0% | -23% | 2 | 2 | 4% | -17 | -0.7% | -5%
CC1(c2ccccc2)NC(=O)N(N)C1=O (stereo not given) | 0% | -1 | 23 | -2% | 2% | 0 | 0 | 4% | 17 | 0.1% | 8%
COc1cccc(OC)c1C(=O)Nc1ccc2c(c1)OCCO2 | 2% | -5 | 0 | 7% | -1% | 2 | -2 | -7% | -6 | 0.6% | 3%
Cn1c(-c2sc3ccccc3c2Cl)n[nH]c1=S | 1% | -10 | -8 | -3% | 11% | 5 | 8 | -5% | 3 | -1.3% | 0%
CCN1CCN(C(=S)Nc2ccc([N+](=O)[O-])cc2)CC1 | 2% | 22 | -13 | 0% | 1% | -3 | -3 | 6% | 20 | 0.0% | -1%
COc1ccc(OCC(=O)NC(=S)Nc2ccccc2F)cc1 | 10% | -8 | -18 | 1% | 4% | 1 | -1 | -2% | -5 | 6.2% | 3%
Nc1nnnn1/N=C/c1ccccn1 | . | 0 | 7 | 0% | -3% | 0 | 1 | -14% | -5 | -0.2% | 2%
Cc1ccc(S(=O)(=O)N2CCCC2)cc1C(=O)O | -3% | -11 | 4 | -4% | -3% | -4 | -2 | -21% | 1 | -0.1% | 1%
Cn1nnc2cc(C(=O)N3CCC(c4ccccc4)C3)ccc21 (stereo not given) | -7% | 4 | -9 | -1% | 2% | 0 | -1 | -6% | -3 | -0.4% | 1%
COc1ccc(NC(=O)c2ccc(-c3nn(C)c(=O)c4ccccc34)cc2)cc1C(N)=O | . | 4 | 10 | 5% | -11% | 2 | 0 | -7% | 13 | -0.7% | -10%
CCC1(C)SC(N)=NN1C(C)=O (stereo not given) | 0% | -4 | -18 | 5% | 1% | 0 | 0 | -1% | -4 | 0.2% | -1%
O=C(NCCc1c[nH]c2ccc(Cl)cc12)c1ccc([N+](=O)[O-])cc1 | . | 0 | -4 | -2% | 2% | 2 | 17 | 0% | -12 | -1.1% | -1%
O=C(COc1ccc(F)cc1F)N1CCCCCCC1 | -1% | 1 | -4 | 4% | 6% | -1 | 4 | 1% | 9 | -0.1% | 2%
COc1cc(CNCCNC(=O)c2nonc2N)ccc1OCc1ccc(Cl)nc1 | -6% | 4 | 6 | 3% | 17% | 1 | -3 | 1% | -4 | -0.1% | 5%
COc1ccc(Nc2nc(NCc3ccco3)nc(N/N=C/c3ccccc3)n2)cc1 | -7% | -14 | 17 | -2% | 16% | 1 | 4 | -11% | -44 | -0.1% | -18%
COc1ccc(-c2noc(Cc3cccs3)n2)cc1 | 1% | -7 | -3 | 8% | 4% | 0 | 25 | -2% | 1 | 0.0% | 5%
COC(=O)c1sccc1NC(=O)c1ccc(Br)o1 | 10% | 3 | 9 | 7% | -4% | 1 | 17 | 1% | -9 | -0.5% | 2%
Cc1ccc(-n2nc3c(=O)n(CCCC(=O)NCC(C)c4ccccc4)nc(C)c3c2C)cc1 (stereo not given) | . | -22 | -21 | -1% | 48%[activator] | . | -9 | . | 8 | 2.6% | 1%
COC(=O)C1=C(N)Oc2cc(C)n(CCCn3ccnc3)c(=O)c2C1c1ccc(Cl)cc1 (stereo not given) | -2% | 2 | 5 | -1% | 4% | -2 | 2 | -2% | -8 | 0.3% | 2%
CC(C)CC(=O)NC(c1ccccc1Cl)c1c(O)ccc2ccccc12 (stereo not given) | -27% | -19 | 22 | 0% | 10% | -11 | 16 | 2% | ? | 7.1% | 0%
O=C(CNC(=O)c1ccc(Br)o1)NC12CC3CC(CC(C3)C1)C2 | . | -4 | 0 | 7% | -1% | . | 15 | -14% | 4 | -0.2% | 0%
COC(=O)c1cccc(N(C(=O)c2ccco2)C(C(=O)NC2CCCC2)c2ccc(N3CCOCC3)cc2)c1 (stereo not given) | -11% | -2 | -2 | 4% | 2% | 1 | 0 | . | -3 | -0.1% | 1%
CN(Cc1ccccc1)C(=O)c1ccc(NC(=O)Cc2ccc([N+](=O)[O-])cc2)cc1 | . | -18 | 18 | . | . | . | . | . | -21 | 0.0% | 1%
CCN1CCC(C(=O)NC2CCCC2)(N(Cc2cccs2)C(=O)Cn2nnc3ccccc32)CC1 | -6% | . | . | 4% | 10% | 0 | -1 | 2% | . | -0.4% | 0%
O=c1[nH]c(Cc2ccccc2Cl)nc2ccccc12 | -8% | -5 | -9 | 8% | -3% | 4 | -4 | -15% | 25 | -0.3% | -1%
O=C1Nc2ccccc2Nc2ccccc21 | 9% | -18 | -3 | -1% | -3% | 0 | -8 | . | 5 | 0.4% | -1%
O=C(c1ccccc1)c1ccc(Cn2cc(-c3ccccc3)nn2)cc1 | 33%[activator] | . | -2 | . | -2% | 0 | 7 | -4% | . | -0.3% | 1%
CC(C)Oc1ccc(S(=O)(=O)N2CCOCC2)cc1NC(=O)C1=NN(c2ccccc2)C(=O)CC1 | . | 1 | -11 | . | . | . | 9 | . | 11 | -1.9% | 2%
CCOc1cc(/C=N/NC(=O)C(=O)NCCCOC(C)C)cc(Br)c1O | -7% | -4 | -1 | 0% | -2% | 0 | -1 | 19% | -1 | -1.8% | -3%
CS(=O)(=O)c1ccc([C@@H](O)[C@@H](CO)NC(=O)C(Cl)Cl)cc1 | . | 2 | 1 | . | . | . | -2 | . | -2 | 0.0% | 3%
C/C(=N\Nc1nc2ccccc2[nH]1)c1ccc(N2CCOCC2)cc1 | 21% | -3 | ? | -1% | 16% | 0 | -3 | -7% | -15 | 0.1% | -4%
O=C(O)/C=C/C(=O)Nc1ccc(O)cc1 | . | 20 | 35[activator] | . | -3% | -25 | -1 | 2% | 13 | 0.3% | -1%
Cc1ccsc1C(=O)NCCC(c1ccccc1)c1ccccc1 | -14% | i | 32[activator] | 1% | 14% | 1 | ? | 0% | 5 | 3.8% | 0%
CCOC(=O)C1=C(C)N(CCCC(=O)O)C(=O)NC1c1ccc(Cl)cc1 (stereo not given) | 24% | 1 | -14 | . | -5% | 4 | 0 | -1% | -13 | -1.0% | 3%

Taken from the results shown for reference:
Molecule | Menin-MLL TR inh | KCNH2 WT inh | Giardia killer | GALK inhibitor | CXXC DNA block | Coupling enz | TRPV1 ag | PKM2 act | KCNH2 3.1 inh | B2AR arrestin | USP2a block
COC(=O)C1=C(N)Oc2cc(C)n(CCCn3ccnc3)c(=O)c2C1c1ccc(Cl)cc1 (stereo not given) | -2% | 2 | 5 | -1% | 4% | -2 | 2 | -2% | -8 | 0.3% | 2%
CC(C)CC(=O)NC(c1ccccc1Cl)c1c(O)ccc2ccccc12 (stereo not given) | -27% | -19 | 22 | 0% | 10% | -11 | 16 | 2% | ? | 7.1% | 0%
O=C(CNC(=O)c1ccc(Br)o1)NC12CC3CC(CC(C3)C1)C2 | . | -4 | 0 | 7% | -1% | . | 15 | -14% | 4 | -0.2% | 0%
COC(=O)c1cccc(N(C(=O)c2ccco2)C(C(=O)NC2CCCC2)c2ccc(N3CCOCC3)cc2)c1 (stereo not given) | -11% | -2 | -2 | 4% | 2% | 1 | 0 | . | -3 | -0.1% | 1%
CN(Cc1ccccc1)C(=O)c1ccc(NC(=O)Cc2ccc([N+](=O)[O-])cc2)cc1 | . | -18 | 18 | . | . | . | . | . | -21 | 0.0% | 1%
CCN1CCC(C(=O)NC2CCCC2)(N(Cc2cccs2)C(=O)Cn2nnc3ccccc32)CC1 | -6% | . | . | 4% | 10% | 0 | -1 | 2% | . | -0.4% | 0%
O=c1[nH]c(Cc2ccccc2Cl)nc2ccccc12 | -8% | -5 | -9 | 8% | -3% | 4 | -4 | -15% | 25 | -0.3% | -1%
O=C1Nc2ccccc2Nc2ccccc21 | 9% | -18 | -3 | -1% | -3% | 0 | -8 | . | 5 | 0.4% | -1%
O=C(c1ccccc1)c1ccc(Cn2cc(-c3ccccc3)nn2)cc1 | 33%[activator] | . | -2 | . | -2% | 0 | 7 | -4% | . | -0.3% | 1%
CC(C)Oc1ccc(S(=O)(=O)N2CCOCC2)cc1NC(=O)C1=NN(c2ccccc2)C(=O)CC1 | . | 1 | -11 | . | . | . | 9 | . | 11 | -1.9% | 2%

Screening data as filed in PubChem.
